# ERG Ets-DNA blk – qHTS for Small Molecule Inhibitors of the ERG Ets/DNA interaction; Transcriptional regulator ERG (Homo sapiens), P11308; fluorescence polarization, His-ERG Ets domain / labelled DNA; Potency, µM (highest dose often 76.9 µM), inactives show at the highest dose FP activity, negative = inhibition, most hits filed as inhibitors; 370,000 compounds, 0.028% hits; active means well fitted inhibition curve with a large enough effect in the polarisation, with a control signal flat; inconclusive means small, poorly fitted or top-dose-only effect, or effect the other way, or a change in a side signal; inactive means no such curve, though single readings can be large or run the other way; the % refers to the polarisation;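 further: polarization taken with two DNA probes labelled with fluorescein and Texas red; % of control where 0% means no effect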
#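 His-tagged ERG Ets domain (1 uM in the protein solution; 300mM KCl, 50mM Tris-HCl, 1mM EDTA, 1mM DTT, pH 7.5) received compound, then a probe mix of 5 nM fluorescein-DNA and 100nM Texas-615-DNA. Fluorescence polarization was read for both dyes.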
# JMJD2A Tudor inh – qHTS Assay for Inhibitors of JMJD2A-Tudor Domain; 390,000 compounds, 4.4% hits; AID 504339, 2011; Lysine-specific demethylase 4A (Homo sapiens), O75164; AlphaScreen JMJD2A-Tudor / H3K4me3 peptide binding; Potency, µM (series often up to 114 µM), without a hit: at the top dose activity change, negative = inhibition, usual class: inhibitors; further: on the % scale 0 is the no-effect control and ±100 the full control effect; nearly all actives have a fitted effect of over 50% in size
# GLS inhibitor – qHTS for Inhibitors of Glutaminase (GLS). AID 624170, 2012. Glutaminase kidney isoform, mitochondrial (Homo sapiens), O94925. Potency, µM (top dose mostly 45.5 µM), for inactives: at the highest dose activity change, negative = inhibition, actives largely listed as inhibitors. 410,000 compounds, 0.21% hits. GLS enzymatic activity, qHTS titration; further: on the % scale 0 is the no-effect control and ±100 the full control effect
# Target sequence (O94925 whole entry, looked up, canonical isoform): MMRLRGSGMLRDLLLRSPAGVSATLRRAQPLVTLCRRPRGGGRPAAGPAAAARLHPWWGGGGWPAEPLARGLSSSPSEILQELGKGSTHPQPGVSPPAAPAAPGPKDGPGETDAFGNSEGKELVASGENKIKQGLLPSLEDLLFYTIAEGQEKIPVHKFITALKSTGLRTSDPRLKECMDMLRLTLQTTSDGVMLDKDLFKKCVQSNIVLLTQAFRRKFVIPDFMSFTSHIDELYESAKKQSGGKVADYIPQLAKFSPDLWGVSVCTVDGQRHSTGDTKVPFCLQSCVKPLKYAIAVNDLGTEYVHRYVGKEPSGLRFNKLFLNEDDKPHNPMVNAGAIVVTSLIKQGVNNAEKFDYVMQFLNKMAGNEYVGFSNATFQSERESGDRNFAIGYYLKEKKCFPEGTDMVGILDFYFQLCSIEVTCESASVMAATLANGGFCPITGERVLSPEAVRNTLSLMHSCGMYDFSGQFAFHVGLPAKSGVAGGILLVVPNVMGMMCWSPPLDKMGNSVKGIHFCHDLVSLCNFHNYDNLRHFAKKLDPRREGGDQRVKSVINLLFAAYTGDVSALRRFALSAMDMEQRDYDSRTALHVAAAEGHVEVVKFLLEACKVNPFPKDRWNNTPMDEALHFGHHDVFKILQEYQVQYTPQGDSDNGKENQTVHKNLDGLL
#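 Coupled fluorescence readout: glutamate oxidase/HRP/Amplex Red detect glutamate formed by hKGA from L-glutamine (1 mM solution added). Buffer 45 mM KH2PO4 pH 8.2, 0.02% Tween-20; reads at t0 and 30 min RT.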
# TrxR1 inh – qHTS Assay for Inhibitors of Mammalian Selenoprotein Thioredoxin Reductase 1 (TrxR1): qHTS | Thioredoxin reductase 1, cytoplasmic (Rattus norvegicus), O89049 | recombinant rTrxR1, NADPH fluorescence consumption, selenite substrate | Potency, µM (highest dose often 114 µM), without a hit: at the highest dose activity change, negative = inhibition, hits mostly inhibitors | 390,000 compounds, 1% hits | AID 588453, 2011; further: on the % scale 0 is the no-effect control and ±100 the full control effect; nearly all actives have a fitted effect of over 65% in size
#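 Rat TrxR1 (90 nM in the dispensed reagent) was pre-reduced with 400 uM NADPH for 5 min at room temperature, then incubated with compound for 15 min. After 400 uM selenite was added, NADPH fluorescence (Ex 340/Em 450 nm) was followed for 8 min.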
# Pin1 inhibitor – qHTS Assay to Find Inhibitors of Pin1 | Peptidyl-prolyl cis-trans isomerase NIMA-interacting 1 (Homo sapiens), Q13526 | Pin1 FP peptide displacement, HiFluor488, 10 min | Potency, µM (series often up to 115 µM), inactives show at the top dose activity, negative = inhibition, most hits filed as inhibitors | 390,000 compounds, 0.009% hits; active means well fitted inhibition curve with a large enough effect in the polarisation, with a control signal flat, not every such curve was filed as active; inconclusive means small, poorly fitted or top-dose-only effect, or effect the other way, or a change in a side signal; inactive means no such curve, though single readings can be large or run the other way; the % refers to the polarisation; further: on the % scale 0 is the no-effect control and ±100 the full control effect
# Target sequence (Q13526 whole entry, looked up): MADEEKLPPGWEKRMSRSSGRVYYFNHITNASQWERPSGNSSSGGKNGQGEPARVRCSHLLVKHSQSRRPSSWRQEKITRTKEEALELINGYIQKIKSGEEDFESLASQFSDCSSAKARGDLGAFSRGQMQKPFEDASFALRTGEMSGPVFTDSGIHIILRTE
# 12-LOX inh – Primary qHTS assay for inhibitors of human arachidonate 12S-lipoxygenase (ALOX12): Round 2; Polyunsaturated fatty acid lipoxygenase ALOX12 (Homo sapiens), P18054; Potency, µM (top dose mostly 108 µM), for the others: at the highest dose activity change, negative = inhibition, actives largely listed as inhibitors; purified 12hLO, xylenol orange hydroperoxide absorbance; 580,000 compounds, 1.1% hits; further: on the % scale 0 is the no-effect control and ±100 the full control effect
#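 Purified human 12hLO (150 nM final) in 25 mM Hepes, 0.01% Triton X-100, pH 7.0 was preincubated 15 min at room temperature with compound. Then 40 uM arachidonic acid was added, 30 min. Hydroperoxide was read by Fe-XO absorbance ratio 573/405 nm.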
# Tb PGK inh – qHTS Assay to Find Inhibitors of Phosphoglycerate Kinase. Phosphoglycerate kinase, glycosomal (Trypanosoma brucei brucei), P07378. PGK/GAPDH coupled, Kinase-Glo luminescence, 60 min. Potency, µM (titrated, usually from 57.5 µM), without a hit: at the top dose activity change, negative = inhibition, most hits filed as inhibitors. 380,000 compounds, 0.043% hits. AID 602233, 2012; further: on the % scale 0 is the no-effect control and ±100 the full control effect; nearly all actives have a fitted effect of over 60% in size
#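 Recombinant glycosomal PGK reaction used 1,3-bisphosphoglycerate generated in-well by GAPDH (100nM final) in 100mM TEA pH 7.6, 5mM MgCl2, 0.01% Tween-20. After 60 minutes at room temperature, ATP was read by Kinase-Glo Plus luminescence end-point.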
# RGS4 inhibitor – Inhibitors of Regulator of G Protein Signaling (RGS) 4: qHTS | Transcreener GDP fluorescence polarization, RGS4-accelerated GTP hydrolysis | Potency, µM (titrated, usually from 114 µM), for inactives: at the highest dose activity change, negative = inhibition, usual class: inhibitors | 390,000 compounds, 0.039% hits | AID 504845, 2011; further: on the % scale 0 is the no-effect control and ±100 the full control effect; nearly all actives have a fitted effect of over 75% in size; some results filed as inactive show a strong effect at the top dose
# Target sequence (P49798 whole entry, looked up): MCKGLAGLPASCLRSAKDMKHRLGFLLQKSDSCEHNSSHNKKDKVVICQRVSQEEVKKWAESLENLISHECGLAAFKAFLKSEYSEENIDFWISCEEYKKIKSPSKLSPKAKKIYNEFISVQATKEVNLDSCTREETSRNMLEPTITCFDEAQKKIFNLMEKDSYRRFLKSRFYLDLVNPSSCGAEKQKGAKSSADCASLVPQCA
#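 MLSMR compounds (23 nl, pin-transferred) preincubated 10 min at room temperature with a 500nM (2x) first reagent, then RGS4 at 900nM (2x) plus Transcreener GDP mix added; fluorescence polarization (620/688 nm) read before and after 90 min at 30 °C.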
# HP1b binding inh – HTS for Inhibitors of HP1-beta Chromodomain Interactions with Methylated Histone Tails; Chromobox protein homolog 1 (Homo sapiens), P83916; AlphaScreen HP1-beta / biotin-H3K9me3 peptide binding; Potency, µM (titrated, usually from 114 µM), for inactives: top-dose activity change, negative = inhibition, actives largely listed as inhibitors; 390,000 compounds, 0.56% hits; further: nearly all actives have a fitted effect of over 70% in size; inactives centre near 23
#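 HP1-beta protein (50 nM final) preincubated 30 min at room temperature with biotinylated H3(1-18)K9me3 peptide (50 nM) in PBS pH 7.4, 0.01% Tween-20, then compound added for 30 min. AlphaScreen streptavidin donor/nickel chelate acceptor beads (10 ug/mL final), 30 min dark, luminescence read.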
# Starred values were filed as active, the others as inactive; i = inactive; ? = inconclusive; . = not tested or not shown; [ ] = another dose, or the depositor's remark. Unless noted, the call rests on the fitted dose curve; in most records, active means well fitted curve in the direction sought with a large enough effect; inconclusive means small, poorly fitted or top-dose-only effect, or another doubt; inactive means no such curve, though single readings can be large; an effect the other way counts as inactive or inconclusive. Potency means the concentration at half of the fitted maximal effect. The list is partial. The share of hits here may be higher or lower than overall.
SMILES,ERG Ets-DNA blk,JMJD2A Tudor inh,GLS inhibitor,TrxR1 inh,Pin1 inhibitor,12-LOX inh,Tb PGK inh,RGS4 inhibitor,HP1b binding inh
Cc1cccc2sc(N(CCN(C)C)C(=O)C3CCN(S(=O)(=O)c4cccs4)CC3)nc12,5%,56µM*,3%,26%,48%[activator],?,-3%,-2%,?
NC(=O)c1cc(Cl)cn(-c2ccccc2)c1=O,6%,-12%,-10%,10%,0%,?,2%,10%,25%
O=C(COC(=O)Cc1n[nH]c(=O)c2ccccc12)Nc1c(Cl)cccc1C(F)(F)F,31%,-12%,5%,-16%,4%,-1%,0%,7%,24%
COCCn1c(SCC(=O)NNC(=O)c2ccccc2)nc2ccccc21,0%,-1%,13%,8%[57.1 µM],13%,7%,0%,-3%,31%[57 µM]
CC(C)CN(C(=O)Cn1c(C(F)(F)F)nc2ccccc21)C1CCS(=O)(=O)C1 (configuration not stated),-17%,-16%,4%,-7%,-11%,-16%,4%,21%,5%
CCCCNc1c(-c2ccc(OC)c(SC(C)CC)c2)nc2cc(C)ccn12 (configuration not stated),-5%,?,25%,53%[activator],?,?,-5%,-5%,1%
O=C(CSc1nnc(-c2ccc(F)cc2)o1)NC1CCCCC1,9%,7%,-6%,9%,3%,-6%,-21%,-9%,45%[activator]
CCOC(=O)CSc1nnc2n1C(C)(C)Cc1ccccc1-2,2%,-15%,10%,8%,2%,-10%,1%,-4%,20%
Cc1ccccc1N1CCN(C(=O)c2ccc(Oc3ccc(C(F)(F)F)cn3)cc2)CC1,3%,-7%,-5%,-6%,-4%,-16%,-1%,-32%,30%
CCN(CC(=O)NCc1ccc(Cl)cc1)C(=O)/C=C/c1ccco1,0%,-13%,0%,?,9%,?,-8%,-12%,2%
Cc1nc(Sc2ccc(Cl)cc2)c(C#N)c(C)c1[N+](=O)[O-],4%,?,2%,13%[57.1 µM],5%,12%,-8%,-19%,-18%
Cc1ccc(-c2nn(-c3ccc(F)cc3)cc2C(=O)N(C)CC(=O)Nc2ccc(N3CCOCC3)cc2)cc1,0%,-6%,15%,11%,0%,-8%,3%,-3%,10%
Cc1ccc(NC(=O)COC(=O)c2nn(-c3ccc(Cl)cc3)cc2O)cc1,-8%,-7%,-9%,3%[57.1 µM],-1%,?,-6%,1%,19%
Cc1ccc(CNS(=O)(=O)c2ccc(C(F)(F)F)cc2)n1C,-10%,-27%,4%,?,-10%,?,i,8%,23%
O=S(=O)(c1ccccc1)N1CCN(CCO)CC1,-1%,-10%,3%,19%,-2%,14%,-10%,11%,45%[activator]
CCOc1ccc(-c2cc(C(=O)NCCc3ccc(C)cc3)c3ccccc3n2)cc1,-2%,-17%,-7%,23%[57.1 µM],-1%,0%,-2%,14%,22%
c1ccc2c(c1)nnn2Cc1nnc2sc(-c3ccncc3)nn12,6%,-3%,2%,18%,0%,-22%,-1%,-6%,?
COc1ccc(-n2c(SCC(=O)c3ccc[nH]3)nnc2-c2ccccc2)cc1,2%,-17%,0%,-21%,28%,11%,-1%,10%,31%
CC(C)Cn1cnc2c(SCc3ccc(Cl)cc3)nc(N)nc21,-4%,-1%,6%,-4%,3%,-7%,0%,-8%,45%[activator]
COCCN1C(=O)C(=O)/C(=C(/O)c2ccc(S(=O)(=O)N3CCOCC3)cc2)C1c1ccc(OC)c(OC)c1 (configuration not stated),-1%,?,6%,-23%,-9%,-19%,1%,7%,8%
O=[N+]([O-])c1ccc(C[n+]2cc(-c3ccccc3)n3c2CCCCC3)cc1,3%[15.4 µM],-6%,-14%,32%[57.1 µM],-7%,1%,3%,-13%,35%
O=C(N/N=C(\c1ccccc1)c1ccccn1)c1ccccc1Cl,17%,-34%,0%,4%[57.1 µM],-3%,i,-2%,6%,9%
O=C(c1ccccc1)N1N=C(C(F)(F)F)CC1(O)c1ccccc1O (configuration not stated),14%,-6%,13%,0%,4%,17%,2%,2%,49%[activator]
CCOC(=O)/C(C#N)=C\c1ccc(CC)s1,5%,-2%[11.4 µM],-5%,1%,0%,-4%,-10%,-13%[11.4 µM],16%
O=C(Cn1cc([N+](=O)[O-])ccc1=O)Nc1ccc2c(c1)OCO2,-16%,-6%,12%,-3%,-11%,i,2%,-12%,20%
O=C(Nc1ccc(F)cc1)c1ccccc1S(=O)(=O)c1ccccc1[N+](=O)[O-],-8%,-17%,6%,-4%,1%,14%,-11%,13%,9%
O=C(O)c1ccc2ncc(NC(=O)c3ccc(F)cc3)c(=O)n2c1,3%,-1%,-1%,0%,-3%,1%,9%,-19%,32%
Fc1ccc(N2CCN(Cc3cccn3-c3nnc(N4CCN(C5CCCCC5)CC4)s3)CC2)cc1,11%,?,6%,11%,5%,-7%,-8%,-21%,-4%
Cc1cccc(NC(=O)c2oc3ccc(S(=O)(=O)N(C)C4CCCCC4)cc3c2C)c1C,2%,-23%,6%,2%[57.1 µM],5%,-29%,i,16%,26%
CCC(NC(=O)c1ccccc1NC(=O)C(C)(C)C)C(=O)N1CCCC1 (configuration not stated),-10%,-10%,4%,11%[57.1 µM],?,-14%,-8%,5%,24%
COc1ccc(Cc2nnc(NC(=O)c3cc(OC)c(OC)c(OC)c3)s2)cc1,5%,-25%,1%,5%,?,8%,8%,32%,23%
Cc1cc(C)cc(NC(=O)c2ccc(S(=O)(=O)C(F)F)cc2)c1,-10%,-9%,4%,1%[57.1 µM],-1%,-26%,-3%,3%,28%
Cc1cccc2cc(/C=N/Nc3ccc(C(=O)O)cc3)c(Cl)nc12,1%,?,0%,11%,?,5%,-14%,-39%,-2%
Cc1ccc(C(=O)Oc2ccccc2N2C(=O)C3C4CCC(C4)C3C2=O)cc1 (configuration not stated),-7%,-9%,3%,12%,-2%,-4%,-2%,-1%,36%
Cc1cc(Br)c(NC(=O)c2c(-c3c(Cl)cccc3Cl)noc2C)c(Br)c1,-2%,-12%,-4%,20%,16%,3%,i,6%,30%
CC(C)(C)NC(=O)C(=O)NCc1ccncc1,-2%,-4%,-8%,25%,1%,1%,0%,9%,32%
Cc1nnc(SCC(=O)NC2CCCCCC2)n1C,-14%,-9%,7%,28%,0%,67%[activator],-6%,-5%,30%
Cc1ccc(C(=O)COC(=O)CCC(=O)Nc2ccccc2Cl)cc1[N+](=O)[O-],0%,-12%,5%,-4%,0%,8%,-2%,-42%,28%
CC(=O)Nc1ccc(S(=O)(=O)Nc2nnc(Cc3ccc(Cl)cc3)s2)cc1,-10%,1%,-19%,16%[57.1 µM],6%,-8%,-9%,-28%,0%
CCOC(=O)CCC(NC(=O)CCCCCCCCC(=O)NC(CCC(=O)OCC)C(=O)OCC)C(=O)OCC (configuration not stated),-3%,-3%,-1%,14%[57.1 µM],-1%,1%,-8%,-13%,30%
CN(CC(=O)Nc1ccccc1Br)C(=O)c1cc([N+](=O)[O-])ccc1N1CCOCC1,-7%,-12%,0%,-11%,-1%,?,i,-34%,26%
Cn1c(=O)c2c(nc(SCC(=O)c3cccs3)n2Cc2ccc(F)cc2)n(C)c1=O,2%,-15%,6%,10%,?,2%,.,13%,9%
CCC1(CC)NC(=O)N(CC(=O)N2CCN(S(=O)(=O)c3cccc(F)c3)CC2)C1=O,8%,1%,-2%,11%,0%,-2%,-6%,2%,25%
O=C(CSc1nnc(CNC(=O)c2c(F)cccc2F)o1)c1ccccc1,-1%,-10%,9%,-15%,9%,-9%,-1%,-1%,21%
CN(C)C(CNC(=O)c1ccc2ccccc2n1)c1ccccc1 (configuration not stated),23%,-23%,4%,-10%[57.1 µM],-4%,-27%,7%,29%,5%
CCN(CC(=O)NC1CCS(=O)(=O)C1)S(=O)(=O)c1cc(Br)ccc1Br (configuration not stated),-9%,5%,5%,15%,-1%,7%,6%,-11%,17%
COc1ccc(/C=N/NC(=O)C(=O)N2CCCC2)cc1OC,11%,-3%,6%,-13%,-4%,-13%,5%,-2%,24%
COc1ccc(C)cc1S(=O)(=O)N(CC(=O)N1CCOCC1)Cc1ccccc1,.,-4%,-5%,22%,-11%,5%,0%,-9%,19%

# Assay outcomes (PubChem BioAssay)
